ER stress rescue: rescue of cells from ER stress-induced death, primary screen, 384-well, CSM14.1, thapsigargin, ATP luminescence (AID 1222); CSM14.1 thapsigargin-induced death rescue, ATP luminescence; higher % means a stronger effect; cellular ATP content (survival), % at 20 µM, or EC50 in µM where a hit was titrated; 190,000 tested, under 10 active;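 active = EC50 below 50 µM in the dose-response confirmation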;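 note: death triggered by thapsigargin at about 15 µM added after 2 h compound pretreatment; cell ATP read after overnight thapsigargin exposure of roughly 18 to 22 hours; normalized against plate controls of thapsigargin alone and 5% DMSO vehicle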
XIAP displacement: XIAP antagonists, biochemical, IAP family, fluorescence polarization (AID 1018); E3 ubiquitin-protein ligase XIAP (Homo sapiens); XIAP BIR domain, fluorescence polarization peptide displacement; higher % means a stronger effect; displacement, % at 20 µM; hits with a dose series show IC50 in µM; 0.007% of 200,000 active; in the data active = displacement above about 50%; note: a part of the inactive calls stands beside numbers as strong as those of hits
human PMI inhibitors: human PMI inhibitors, high substrate, primary screen, biochemical, fluorescence intensity, high mannose 6-phosphate (AID 1220); inhibition, % at 20 µM, or IC50 in µM where a hit was titrated; 0.66% of 190,000 active; Mannose-6-phosphate isomerase (Homo sapiens); recombinant PMI enzyme, coupled fluorescence intensity; higher % means a stronger effect
TNAP activators: human TNAP enzyme activators, primary screen, biochemical, luminescent, no phosphate acceptor, uHTS (AID 1001); Alkaline phosphatase, tissue-nonspecific isozyme (Homo sapiens); purified TNAP, luminescent activation assay, no phosphate acceptor; higher activation fold means a stronger effect; activation fold at 20 µM, or EC50 in µM where a hit was titrated; 0.03% of 200,000 active; in the data active = activation fold from about 3, or a potency from the dose series; inactive = the rest, 99 in 100 with activation fold below about 1.6; note: many of its hits are not listed in these tables
M17LAP inhibition: P. falciparum M17LAP inhibitors, primary screen, biochemical, fluorogenic H-Leu-NHMec substrate, 1536-well (AID 1619); 0.38% of 220,000 active; Leucine aminopeptidase (Plasmodium falciparum (isolate 3D7)); recombinant M17LAP, H-Leu-NHMec fluorogenic kinetic assay; higher % means a stronger effect; inhibition, % at 30 µM; hits with a dose series show IC50 in µM;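 active = compound inhibiting the enzyme by more than half at any dose during confirmatory dose-response retesting; inconclusive = strong single-dose inhibitors picked by rank but not retested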;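 note: plate controls were full reaction with DMSO carrier for no effect and no enzyme background for full effect; strong numbers were not always called active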
Myeloid diff 2: induction of myeloid progenitor differentiation, primary screen, cell-based, flow cytometry, MLPCN library. calls only at 10 µM. ER-HoxA9 myeloid progenitors, lysozyme-GFP differentiation. 1% of 360,000 active;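 active = normalized GFP-positive differentiation at or above the plate's own cutoff, the solvent-only control mean plus 3 SD; inconclusive = no clear call, values can overlap the other calls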;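 note: cells exposed to compound for four days before flow analysis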
human PMI inhibition: inhibitors of human PMI, primary screen, biochemical, fluorescence intensity, coupled assay (AID 1209); Mannose-6-phosphate isomerase (Homo sapiens); purified PMI enzyme, coupled fluorescence intensity; higher % means a stronger effect; one-dose inhibition, % at 20 µM; IC50 in µM for titrated hits; 0.42% of 190,000 active;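 note: plate controls were DMSO vehicle for no effect and wells lacking substrate for full effect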
M1AAP inhibition: P. falciparum M1AAP inhibitors, biochemical, fluorogenic H-Leu-NHMec substrate, 1536-well (AID 1445); Aminopeptidase N (Plasmodium falciparum (isolate 3D7)); recombinant M1AAP, H-Leu-NHMec fluorogenic kinetic assay; higher % means a stronger effect; inhibition, % at 30 µM, or IC50 in µM where a hit was titrated; 0.42% of 220,000 active;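 active = primary inhibition above the hit cutoff, then over 50% inhibition at one or more dose response concentrations, cut at about 23% in these data, passing the limit was not always enough; inconclusive = conflicting primary data, or primary hits not chosen for dose response; inactive = low primary inhibition, or under 50% at every dose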;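 note: plate controls were DMSO full reaction for no effect and no enzyme background for full effect; strong numbers were not always called active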
LYP inhibition: inhibitors of LYP phosphatase, biochemical, fluorescence intensity, uHTS (AID 1779); recombinant LYP phosphatase, fluorescence intensity; higher % means a stronger effect; 0.054% of 290,000 active; Tyrosine-protein phosphatase non-receptor type 22 (Homo sapiens); one-dose inhibition, % at 11.5 µM; IC50 in µM for titrated hits;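 note: plate controls were vehicle with enzyme for no effect and no enzyme for full effect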
Myeloid diff 2 GFP+ MAC1+ %: also measured in Myeloid diff 2; calls as there; GFP+ MAC1+ double positive, %; measured here: differentiation confirmed by MAC1 staining
Active calls of the source: *; i = inactive; ? = inconclusive; · = no result given; + = active, no number; & = joins results of further samples. Cut-off read from the data, not from the text of the source, unless noted: active = inhibition above about 50%; inactive = the rest.

Every second line gives: ER stress rescue	XIAP displacement	human PMI inhibitors	TNAP activators	M17LAP inhibition	Myeloid diff 2	Myeloid diff 2 GFP+ MAC1+ %	human PMI inhibition	M1AAP inhibition	LYP inhibition
CN1CCN(C(=S)NC(=O)c2ccc(-c3ccccc3)cc2)CC1
→ 1.0%	-3.7%	0%	1.1	-4%	i	0.2	-3%	2%	-3%
CCC(=O)Nc1c(C(=O)Nc2ccc3c(c2)OCCO3)oc2ccccc12
→ ·	-1.9%	-7%	1.1	-4%	·	·	-2%	5%	4%
CCCCNC(=S)Nc1ccc(SC(F)F)cc1
→ -0.9%	-4.3%	3%	1	1%	i	0.9	7%	0%	0%
Cc1ccc(S(=O)(=O)Nc2cccc3ncccc23)s1
→ 0.5%	-7.5%	46%	1.1	-16%	?	·	41%	-21%	-5%
O=C(COc1ccc2ccccc2c1)NCC(=O)N/N=C/c1ccco1
→ 7.0%	-7.3%	-7%	1	2%	i	1.1	2%	9%	-2%
COc1ccc(CCNC(=O)Cn2nnc(-c3ccc(N4CCOCC4)cc3)n2)cc1OC
→ 0.2%	0.4%	3%	1.1	1%	i	4.9	3%	-1%	-6%
O=C(NNS(=O)(=O)c1ccc(CCCl)cc1)C(O)(c1ccccc1)c1ccccc1
→ -3.9%	-5.5%	1%	1.1	9%	i	0.7	9%	-12%	-13%
C=C1c2ccccc2NC(=O)N1c1ccc(OC)cc1
→ -2.5%	-5.1%	-153%	1	·	i	0.2	-70%	·	-13%
O=C(O)CN1CCCCC1
→ -1.3%	-8.7%	-3%	1.1	5%	i	0.3	-5%	-5%	-7%
Cc1ccc(-c2n[nH]c(=S)n2/N=C/c2ccc(C)o2)cc1
→ 0.5%	-4.5%	20%	0.7	6%	i	0.4	16%	3%	-3%
Cc1ccc(OC(=O)c2sc(Cl)nc2C)cc1C
→ -0.5%	-9.7%	7%	1	0%	i	1.1	8%	4%	-1%
CC(=O)Nc1ccccc1-c1nn[nH]n1
→ -1.4%	-4.8%	-4%	1.1	-4%	i	0.9	3%	-1%	-13%
Cc1nc(N2CCC(C)CC2)c2c(C)c(C(=O)Nc3ccc(C)c(F)c3)sc2n1
→ 1.1%	-4.2%	5%	1.1	17%	i	0.6	13%	7%	7%
CCCCN(CC)C(=O)Cc1ccc(Br)cc1
→ -2.4%	-1.8%	7%	1	7%	i	0.9	8%	3%	-8%
Cc1cc(C)cc(NC(=O)C(=O)NCC2CCCO2)c1 (stereo not drawn)
→ -0.9%	-3.2%	-6%	1	-6%	i	0.2	-6%	-2%	-2%
COc1cc2c(cc1OC)CN(C(=O)CSc1nc(N)c(C#N)cc1C#N)CC2
→ 0.8%	-4.9%	12%	1.1	2%	i	1.4	13%	3%	-4%
O=C(Cc1ccc([N+](=O)[O-])cc1)N/N=C/c1ccc([N+](=O)[O-])o1
→ -1.3%	-1.1%	1%	1	-1%	+	0.2*	-34%	15%	0%
Cc1ccc(CSc2ccc(-c3cccs3)nn2)cc1
→ -2.5%	-0.9%	6%	0.9	5%	i	0.2	13%	2%	-3%
CCOC(=O)N1CCN(C(=O)CSc2ccc(-c3ccc(OC)c(OC)c3)nn2)CC1
→ ·	1.4%	5%	1	9%	i	0.3	4%	5%	-3%
O=C(COC(=O)/C=C/c1cccs1)Nc1ccccc1Cl
→ -2.1%	-6.8%	-3%	1	-5%	i	0.1	-12%	7%	2%
CCC(CC)C(=O)Nc1cccc(C(=O)Nc2ccc(S(=O)(=O)Nc3ccc(C)cc3)cc2)c1
→ 0.1%	-11%	2%	1.1	14%	i	9.3	7%	4%	4%
CN(Cc1ccccc1)C(=O)C1CCCN(Cc2cccc(Cl)c2)C1 (stereo not drawn)
→ 0.2%	-3.4%	-9%	1.1	3%	i	1.2&0.7	-10%	-2%	2%
COc1cc2c(cc1OC)C(c1cc([N+](=O)[O-])ccc1O)NCC2 (stereo not drawn)
→ 0.6%	7.0%	20%	0.9	13%	i	0.5	6%	13%	-6%
CC(C)N(C(=O)COC(=O)[C@@H]1CC(O)CN1S(=O)(=O)c1ccccc1[N+](=O)[O-])C(C)C (stereo partly drawn)
→ 0.0%	-6.7%	0%	1.1	-2%	i	0.3	5%	5%	1%
Cc1nc(CN2CCN(C(=O)NC3(c4ccccc4)CC3)CC2)cs1
→ -0.1%	-2.8%	-11%	1	2%	i	0.7	-12%	-3%	-11%
O=C(O)CN1C(=O)CSc2ccccc21
→ 0.9%	-4.2%	-3%	0.9	4%	i	0.8	-6%	-8%	0%
C=Cn1ccnc1P(=S)(c1ccc2c(c1)c1ccccc1n2CC)c1nccn1C=C
→ -0.9%	-3.7%	20%	1.1	3%	i	9.8	25%	2%	-4%
Cc1cc(C)n(-c2ccc(C(=O)NC3CCCCC3)cc2)n1
→ -0.7%	-7.5%	-9%	1	-2%	i	0.0	-13%	-3%	-8%
COc1ccccc1N1CCN(C(=O)COc2ccc(S(=O)(=O)NC(C)(C)C)cc2)CC1
→ 0.5%	-4.8%	-9%	1	-6%	·	·	-1%	-1%	-10%
COc1cc(NC(=S)N2CCN(Cc3ccccc3)CC2)cc(OC)c1
→ 1.1%	-6.7%	12%	1	-12%	i	1.6	16%	4%	-12%

As entered above:
Entry for CCCCN(CC)C(=O)Cc1ccc(Br)cc1 under TNAP activators: 1
Entry for CN(Cc1ccccc1)C(=O)C1CCCN(Cc2cccc(Cl)c2)C1 (stereo not drawn) under Myeloid diff 2 GFP+ MAC1+ %: 1.2&0.7
Entry for Cc1ccc(CSc2ccc(-c3cccs3)nn2)cc1 under Myeloid diff 2 GFP+ MAC1+ %: 0.2
Entry for COc1ccccc1N1CCN(C(=O)COc2ccc(S(=O)(=O)NC(C)(C)C)cc2)CC1 under human PMI inhibitors: -9%

Single records, as listed above. Order of values: ER stress rescue, XIAP displacement, human PMI inhibitors, TNAP activators, M17LAP inhibition, Myeloid diff 2, Myeloid diff 2 GFP+ MAC1+ %, human PMI inhibition, M1AAP inhibition, LYP inhibition
COc1cc2c(cc1OC)CN(C(=O)CSc1nc(N)c(C#N)cc1C#N)CC2 in the list: 0.8%, -4.9%, 12%, 1.1, 2%, i, 1.4, 13%, 3%, -4%
CN1CCN(C(=S)NC(=O)c2ccc(-c3ccccc3)cc2)CC1 in the list: 1.0%, -3.7%, 0%, 1.1, -4%, i, 0.2, -3%, 2%, -3%

3 compounds from above, ordered by their value in Myeloid diff 2 GFP+ MAC1+ %, high to low.
SMILES	Myeloid diff 2 GFP+ MAC1+ %
C=Cn1ccnc1P(=S)(c1ccc2c(c1)c1ccccc1n2CC)c1nccn1C=C	9.8
Cc1ccc(-c2n[nH]c(=S)n2/N=C/c2ccc(C)o2)cc1	0.4
CCOC(=O)N1CCN(C(=O)CSc2ccc(-c3ccc(OC)c(OC)c3)nn2)CC1	0.3

Carrying on:
Every second line gives: ER stress rescue	XIAP displacement	human PMI inhibitors	TNAP activators	M17LAP inhibition	Myeloid diff 2	Myeloid diff 2 GFP+ MAC1+ %	human PMI inhibition	M1AAP inhibition	LYP inhibition
CC(=O)CC(=O)Nc1ccn(-c2ccccc2)n1
→ 2.4%	-2.7%	-2%	1.2	7%	i	0.9	2%	9%	-5%
O=C(c1ccc(S(=O)(=O)N2CCCCC2)cc1)N1CCN(c2ccccc2F)CC1
→ -5.4%	-1.1%	13%	1	-8%	i	0.0	11%	-1%	-3%
Cc1ccc(NC(=O)N2CCC(C(=O)Nc3ccc(C)cc3C)CC2)cc1
→ -0.8%	-2.6%	-5%	1.5	-3%	i	2.1	-8%	-1%	-10%
Cc1cc(C(=O)NCc2cc(C)n(C)n2)sc1-c1ccccc1
→ -1.5%	-3.5%	-1%	1.1	14%	i	7.6	7%	4%	-6%
CC(C)(C)NC(=O)NCc1ccco1
→ ·	·	·	·	2%	i	0.6	·	2%	-7%
NC(=O)C1(N2CCCCC2)CCN(c2nc(-c3ccccc3)cs2)CC1
→ 0.9%	-8.3%	3%	1	6%	i	0.9	7%	8%	-8%
O=C(CNC(=O)c1ccccc1Cl)N/N=C/C=C/c1ccccc1
→ -0.8%	-7.4%	6%	1	0%	i	0.1	16%	-3%	-2%
CCO/C=C1/C(=O)N(CC)c2ccccc21
→ 0.0%	-1.7%	10%	1.1	-4%	i	0.0	2%	2%	-4%
CC[N+](CC)(CC)C/C=C/CN1CCCCC1
→ -0.9%	-8.1%	4%	1.2	10%	i	0.7	3%	3%	-7%
COc1cccc(/C=N/c2oc(-c3ccccc3)cc2C#N)c1O
→ 1.9%	-2.7%	20%	0.9	-9%	i	0.9	25%	8%	-11%
O=C1/C(=C/c2cccs2)CCC1C1CCCC1 (stereo not drawn)
→ -0.8%	-1.7%	2%	1.1	10%	i	0.7	1%	1%	0%
COC(=O)c1sccc1NC(=O)CSc1ccccc1N
→ 0.3%	0.0%	13%	1	-9%	i	0.0	12%	-1%	-7%
COc1cccc(C(C(=O)NC2CCCCC2)N(C(=O)Cc2cccs2)c2ccc(-n3cnnn3)c(OC)c2)c1 (stereo not drawn)
→ 4.6%	-3.7%	2%	1.1	8%	i	0.7	41%	1%	4%
COc1ccccc1N=Cc1nc(-c2ccccc2)oc1OC(C)=O
→ -2.7%	-2.3%	-20%	1.2	8%	i	0.6	-22%	19%	-5%
COC(=O)Nc1ccc(S(=O)(=O)Nc2ccccc2F)cc1
→ -0.2%	-3.2%	4%	1.1	4%	i	1.0	6%	1%	-6%
CCCCCCCCC(=O)N/N=C/c1ccccn1
→ 2.1%	-4.4%	2%	1	6%	i	1.0	2%	3%	-3%
Cc1nc(NC(=O)/C=C/c2ccccc2)sc1C(=O)NCCO
→ -0.8%	-8.0%	6%	1	3%	i	0.7	-1%	11%	2%
Cc1ccc(C(=O)NC(O)C(Cl)Cl)cc1 (stereo not drawn)
→ 0.4%	-12%	-9%	1.1	6%	i	0.2	-9%	6%	-3%

Screening data deposited in PubChem by several laboratories.

Hits appear at their usual frequency. Share with any hit: about 2.7%.
